Screens: PubChem BioAssay, several laboratories
LAP4-GFP MLPCN – modulators of TOR pathway LAP4-GFP in S. cerevisiae. S. cerevisiae LAP4-GFP multiplex, flow cytometry GFP, 3 h; median GFP as percent of DMSO wells. GFP response vs DMSO, % at 10 µM. 0.34% of 320,000 active;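 active = GFP response vs DMSO above a set limit, about the screen mean plus 3 SD, cut at about 150% in these data; inconclusive = under 70 cell events counted for the yeast strain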
RPL19A TOR yeast – alters RPL19A-GFP fluorescence in TOR pathway yeast screen; S. cerevisiae RPL19A-GFP strain, flow cytometry, 3 h; active compounds read low; percent response vs DMSO, % at 10 µM; 0.3% of 330,000 active;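 active = percent response vs DMSO below 50%; inconclusive = fewer than 70 events counted for the yeast strain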;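 note: median channel GFP fluorescence of the barcoded RPL19A-GFP strain; ratio of sample median GFP to plate DMSO average so 100% = DMSO; lower means less RPL19A-GFP as with rapamycin TOR inhibition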
AGP1-GFP MLPCN – yeast TOR pathway AGP1-GFP modulation; S. cerevisiae AGP1-GFP multiplex flow cytometry, 3 h; GFP as percent of DMSO wells; GFP response vs DMSO, % at 10 µM; 0.02% of 320,000 active; AID 2066;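 active = GFP response relative to DMSO above a set limit, near screen average plus 3 SD, cut at about 150% in these data; inconclusive = fewer than 70 cells counted for the yeast strain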;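 note: median GFP channel fluorescence of the gated AGP1 strain per well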
GASC-1 inh – inhibitors of human GASC-1 (JMJD2C) demethylase; Q9H3R0; GST-JMJD2C(1-420) H3K9me3 demethylation, DELFIA europium; inhibition, % at 2.35 µM; 0.069% of 330,000 active; AID 2099;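 active = more than half of a compound's replicate wells show inhibition beyond 50%, single wells judged on their own value; inconclusive = some, but no more than half, of replicates pass 50% inhibition; inactive = no replicate passes 50% inhibition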;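 note: signal counts dimethyl H3K9 product captured on neutravidin plate; 0% = median of DMSO wells and 100% = 0.3 times that DMSO median; strong numbers were not always called active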
VLA-4 inh – inhibition in a human VLA-4 binding assay. P13612. VLA-4 expressing cells, ligand binding flow cytometry. inhibition, % (about 7 µM as worked out from the volumes in the protocol). 0.2% of 330,000 active. AID 2557; in the data active = inhibition above about 50%
Target sequence (P13612 whole entry, looked up): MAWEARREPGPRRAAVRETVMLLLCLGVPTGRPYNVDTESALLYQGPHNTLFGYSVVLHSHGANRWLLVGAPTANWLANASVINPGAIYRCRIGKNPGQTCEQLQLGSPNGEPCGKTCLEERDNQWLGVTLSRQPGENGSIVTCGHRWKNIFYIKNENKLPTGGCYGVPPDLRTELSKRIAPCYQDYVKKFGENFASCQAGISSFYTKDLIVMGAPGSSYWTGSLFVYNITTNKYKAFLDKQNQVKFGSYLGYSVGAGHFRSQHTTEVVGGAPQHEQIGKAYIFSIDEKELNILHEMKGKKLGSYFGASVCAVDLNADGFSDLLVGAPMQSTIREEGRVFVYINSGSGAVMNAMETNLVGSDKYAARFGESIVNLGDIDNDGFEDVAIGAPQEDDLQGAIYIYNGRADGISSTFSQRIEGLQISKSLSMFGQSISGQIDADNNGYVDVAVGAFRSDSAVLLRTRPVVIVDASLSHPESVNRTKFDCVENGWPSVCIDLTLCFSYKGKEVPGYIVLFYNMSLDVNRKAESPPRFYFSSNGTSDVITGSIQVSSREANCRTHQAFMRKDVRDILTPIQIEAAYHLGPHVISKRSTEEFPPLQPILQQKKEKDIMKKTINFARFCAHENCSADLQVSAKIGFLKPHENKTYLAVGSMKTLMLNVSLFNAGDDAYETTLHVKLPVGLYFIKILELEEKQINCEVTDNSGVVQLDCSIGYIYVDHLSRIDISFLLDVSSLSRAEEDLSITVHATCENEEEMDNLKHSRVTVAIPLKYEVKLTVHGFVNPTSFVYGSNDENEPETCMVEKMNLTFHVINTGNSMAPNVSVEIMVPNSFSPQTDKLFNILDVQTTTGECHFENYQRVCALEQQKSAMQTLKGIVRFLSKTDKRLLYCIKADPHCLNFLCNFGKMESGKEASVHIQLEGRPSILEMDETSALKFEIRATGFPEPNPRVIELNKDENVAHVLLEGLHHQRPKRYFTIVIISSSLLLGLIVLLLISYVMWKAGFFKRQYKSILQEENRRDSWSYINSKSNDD
GRK2 inh – human GRK2 inhibition via aptamer displacement. bead flow cytometry, FAM-aptamer displacement from GRK2. 0.59% of 330,000 active. P25098. inhibition of aptamer binding, % at 10 µM. AID 488847;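 active = inhibition of aptamer binding above 40%, roughly 3 SD of noise, on plates passing a quality check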;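 note: median bead fluorescence of bound FAM aptamer so fluorescent compounds give negative values; no value below 0 was filed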
MEP2-GFP yeast – alters MEP2-GFP fluorescence in TOR pathway yeast screen. S. cerevisiae MEP2-GFP strain, flow cytometry GFP, 3 h; 100% = DMSO control level. GFP response vs DMSO, % at 10 µM. 0.51% of 330,000 active. AID 2016;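 active = GFP response versus DMSO above a set limit, roughly screen mean plus 3 SD, cut at about 180% in these data; inconclusive = fewer than 70 cells counted for a yeast strain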;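 note: median GFP fluorescence of the barcode-gated MEP2-GFP cells per well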
CIT2 TOR yeast – yeast TOR pathway CIT2-GFP modulation; S. cerevisiae CIT2-GFP strain, flow cytometry, 3 h; 100 means same as DMSO wells; 0.065% of 320,000 active; GFP response vs DMSO, % at 10 µM;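 active = GFP response relative to DMSO above a set limit, near the screen mean plus 3 SD, cut at about 150% in these data; inconclusive = Fewer than 70 cells measured for a yeast strain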;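 note: ratio of well median GFP fluorescence to mean of DMSO wells on the plate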
* hit, by the source's call; i = inactive; ? = inconclusive; . = no result given; & = joins results of further samples; [ ] = dose if it differs, or a comment.

SMILES | LAP4-GFP MLPCN | RPL19A TOR yeast | AGP1-GFP MLPCN | GASC-1 inh | VLA-4 inh | GRK2 inh | MEP2-GFP yeast | CIT2 TOR yeast
CCn1c(-c2cc(-c3ccccc3OC)nc3ccccc23)n[nH]c1=S | 95 | 111 | 103 | -3 | -22 | 0 | 104 | 111
CCN(CC)S(=O)(=O)c1cccc(C(=O)NC(Cc2c[nH]c3ccccc23)c2nnc3n2CCCCC3)c1 (stereo unspecified) | 99 | . | 106 | 1 | 2 | 0 | 101 | 115
Cc1ccc(C2(C)NC(=O)N(CC(=O)Nc3cc(S(=O)(=O)N(C)C)ccc3C)C2=O)cc1 (stereo unspecified) | 97 | 100 | 100 | -11 | -2 | 2 | 104 | 102
CN(C)S(=O)(=O)c1ccc2c(c1)C(=NO)c1cc(S(=O)(=O)N(C)C)ccc1-2 | 99 | 105 | 104 | -1 | -15 | 1 | 109 | 105
CCCNC(=O)Cn1cnc2sc(C(=O)N3CCCC(C(=O)OCC)C3)c(C)c2c1=O (stereo unspecified) | 103 | 98 | 100 | 17 | 15 | 0 | 103 | 95
CC(C)CCn1c(SCC(=O)Nc2ccccc2C(F)(F)F)nc2nccnc2c1=O | 99 | 99 | 102 | 1 | 4 | 0 | 102 | 100
COc1ccc2cnn(Cc3ccccc3)c(=O)c2c1OC | 88 | 89 | 93 | 15 | 13 | 0 | 94 | 87
N#C/C(=C\c1ccc([N+](=O)[O-])cc1)c1nc(C2CC2)cs1 | 96 | 100 | 99 | 6 | 2 | 0 | 106 | 109
CCOc1ccc(OCC)c(NC(=O)CSc2nc3cccnc3n2C)c1 | 112 | 110 | 106 | -9 | 7 | 1 | 123 | 117
CC1CCN(CCCNC(=O)CCc2nnc3n(CCc4ccccc4)c(=O)c4ccccc4n23)CC1 | 90 | 98 | 102 | 19 | 26 | 0 | 99 | 98
CCCc1cc(=O)oc2cc(OC(C)C(=O)NCC3CCC(C(=O)O)CC3)c(Cl)cc12 (stereo unspecified) | 108 | 97 | 106 | -11 | 40 | 2 | 111 | 102
Cc1cccc(C)c1OCC(=O)Nc1oc(-c2ccccc2)c(-c2ccccc2)c1C#N | 99 | 103 | 108 | 3 | 6 | 1 | 109 | 101
CCCn1c(=O)c2ccccc2n2c(SCCOc3ccccc3F)nnc12 | 108 | 103 | 105 | -10 | 26 | 0 | 105 | 103
Cn1c(C(=O)O)c(CC(=O)N2CCC(Cc3ccccc3)CC2)c2ccccc21 | 98 | 98 | 87 | 3 | 1 | 2 | 90 | 73
Cc1cccc(NC(=O)C2C3C=CC(O3)C2C(=O)O)c1 (stereo unspecified) | 103 | 107 | 103 | 3 | 6 | 0 | 102 | 102
CC(C)N1CCN(Cc2ccoc2)CC1CCO (stereo unspecified) | 109 | 99 | 103 | -1 | 15 | 0 | 107 | 102
CN(C(=O)c1ccc(NC(=O)Cc2cccc(NC(=O)C3CCCN(C(=O)CCc4ccccc4)C3)c2)cc1)C1CCCC1 (stereo unspecified) | 96 | 92 | 94 | 5 | 0 | 0 | 85 | 97
O=C(CN1C(=O)NC2(CCCCCC2)C1=O)NCc1cccs1 | 97 | 110 | 107 | 3 | 2 | 1 | 107 | 104
Cc1ccc2nc(NC(=O)c3cc(-c4ccco4)nc4ccccc34)sc2c1 | 99 | 102 | 93 | -7 | 2 | 2 | 105 | 96
CCc1ccccc1N1CC23C=CC(O2)C(C(=O)O)C3C1=O (stereo unspecified) | 98 | 104 | 105 | 1 | 1 | 0 | 107 | 114
CCN(CC)S(=O)(=O)c1ccc(-n2cnnn2)c(C)c1 | 95 | 99 | 100 | 10 | -12 | 1 | 101 | 105
CC1CCC(NC(=O)COc2ccccc2C(N)=O)CC1 (stereo unspecified) | 93 | 99 | 100 | 1 | 1 | 2 | 100 | 101
CSc1ccccc1NC(=O)COC(=O)CCC(=O)c1ccc(F)cc1 | 72[may fluoresce violet] | 93[may fluoresce violet] | 19[may fluoresce violet] | 4 | 0 | 0 | 149[may fluoresce violet] | ?
Nc1nc(N)c2c(n1)CCCC2 | 96 | 98 | 96 | 12 | -3 | 0 | 101 | 97
COc1cc(OC)cc(C(=O)N[C@H](C(=O)Nc2nc3ccc(S(C)(=O)=O)cc3s2)C(C)C)c1 | 92 | 100 | 102 | -13 | 1 | 0 | 102 | 102
NS(=O)(=O)c1ccc(NC(=S)NCc2ccccc2Cl)cc1 | 86 | 98 | 92 | 6 | -1 | 1 | 99 | 98
CCN(CC)CCNC(=O)c1ccc(-n2c(C)cc3c2CCCC3=O)cc1 | 111 | 105 | 107 | -26 | -4 | 25 | 106 | 108
CC(=O)c1cccc(NC(=O)C2CCCN(S(=O)(=O)c3ccccc3)C2)c1 (stereo unspecified) | 95 | 92 | 95 | -2 | 9 | 1 | 96 | 99
Cc1nc(C(=O)N2CCOCC2)sc1C1(C)CC(c2ccccc2)=NO1 (stereo unspecified) | 99 | 99 | 105 | -8 | -3 | 2 | 93 | 93
O=C1C=C(Nc2cccc3cccnc23)c2ccccc2C1=O | 86 | 106 | 100 | -11 | -99 | 0 | 100 | 104
O=C(CCN1C(=O)S/C(=C\C=C\c2ccccc2)C1=O)Nc1ccc(O)cc1 | 94 | 97 | 99 | 5 | -6 | 1 | 104 | 99
CC1=NN(C(=O)c2ccc(Cn3nc(C)c([N+](=O)[O-])c3C)o2)C(O)(C(F)(F)F)C1 (stereo unspecified) | 89 | 99 | 100 | 8 | -8 | 1 | 98 | 105
CC(C)CN(C(=O)CSc1nnc(C2CC2)n1-c1ccccc1)C1CCS(=O)(=O)C1 (stereo unspecified) | 94 | 94 | 99 | 7 | 2 | 3 | 93 | 98
CCOCCCNC(=O)C1CCC(CNS(=O)(=O)c2cccc3nsnc23)CC1 (stereo unspecified) | 98 | 97 | 101 | . | 12 | 0 | 93 | 98
COc1ccc(C(=O)NCCc2nnc3ccc(SCC(=O)NCc4ccccc4)nn23)cc1 | 100 | 100 | 102 | -7 | 3 | 2 | 101 | 100
COc1ccc(C(c2c[nH]c3ccccc23)c2c[nH]c3ccccc23)cc1O | 101 | 105 | 111 | -10 | -72 | 1 | 100 | 104
Cc1ccc(OCC(=O)OCc2c(C)noc2C)cc1C | 104 | 87 | 100 | -4 | -15 | 2 | 102 | 89
CCCCCn1c(Sc2nc3ccccc3s2)nc2c1c(=O)[nH]c(=O)n2C | 106 | 97 | 101 | -1 | -5 | 0 | 102 | 99
COc1ccc(C(=O)NC2CC2)cc1OC1CCN(Cc2ccc(F)cc2F)CC1 | 97 | 105 | 102 | 14 | 3 | 4 | 101 | 102
COc1ccccc1CNC(=O)[C@@H]1CCCN1C(=O)[C@@H]1Cc2ccccc2CN1C(=O)OC(C)(C)C | 96 | 94 | 98 | 18 | 1 | 0 | 93 | 98
CC1CCCC(NC(=O)Cn2cc(Br)ccc2=O)C1C (stereo unspecified) | 109 | 118 | 113 | -2 | 8 | 4 | 109 | 115
CCN(CC)c1nc2ccccc2nc1C(C#N)C(=O)NCCCOC (stereo unspecified) | 105 | 98 | . | . | -17 | 0 | 97 | 97
CC(C)n1c(O)c(/C=C2\C=Nc3ccccc32)sc1=Nc1ccccc1 | 97 | 101 | 104 | 5 | -8 | 6 | 99 | 98
C=CCSc1nnc(N2C(=O)C(O)=C(C(=O)c3ccco3)C2c2ccc(F)cc2)s1 (stereo unspecified) | 104 | 100 | 97 | 1 | -19 | 0 | 104 | 93
OCCCNc1nc(-c2ccc(Cl)cc2)nc2ccccc12 | 93 | 105 | 95 | 0 | 19 | 0 | 105 | 98
CCN1C(=O)c2ccccc2Sc2ccc(C(=O)NCCCN(CC(C)C)CC(C)C)cc21 | 95 | 100 | 92 | -6 | 13 | 0 | 105 | 104
O=C(N/N=C/c1cccc(Oc2ccccc2)c1)c1ccc(O)cc1O | 85 | 102 | 87 | -3 | -3 | 4 | 92 | 84
CC(=O)N1CCN(C(=O)CCc2nc3ccccc3c(=O)[nH]2)CC1 | 97 | 95 | . | 3 | 18 | 3 | 101 | 96
O=C(Nc1cc2c3c(c1)CC(=O)N3CCC2)c1cccc(F)c1 | 97 | 106 | 112 | i | -6 | 0 | 106 | 109
Cc1sc(C(C2C(=O)CC(C)(C)CC2=O)C2C(=O)CC(C)(C)CC2=O)cc1[N+](=O)[O-] | 142 | 95 | 62 | -2 | 6 | 2 | 87 | 79
COc1cc(OC)c(C(=O)OCC(=O)Nc2cc(C)on2)cc1OC | 99 | 94 | 91 | 1 | -8 | 0 | 92 | 92
O=[N+]([O-])c1ccccc1CSc1nc2ccccc2o1 | 95 | 102 | 95 | -3 | -1 | 0 | 98 | 100
COc1ccc(S(=O)(=O)N2CCN3CCCC3C2)cc1 (stereo unspecified) | 102 | 103 | 98 | 23 | 8 | 0 | 108 | 103
CC(NC(=O)c1cccc(Cn2cc([N+](=O)[O-])cn2)c1)c1ccc(C(C)(C)C)cc1 (stereo unspecified) | 99 | 97 | 101 | -10 | -106 | 0 | 104 | 90
COc1cccc(CN2CCNC(=O)C2CC(=O)NCCOc2cccnc2)c1OC (stereo unspecified) | 96 | 104 | 98 | -18 | -7 | 3 | 100 | 102
COC(=O)c1cc(CN2CCN(c3ccccc3C)CC2)ccc1O | 117 | 111 | 117 | 6 | -6 | 1 | 108 | 115
COc1ccc(OC)c2sc(N3CCN(c4ccccc4)CC3)nc12 | 106 | 99 | 98 | -7 | -14 | 2 | 104 | 97
O=C(CCC(=O)Nc1ccccc1Cl)N/N=C/c1ccccc1 | 90 | 100 | 94 | 3 | -16 | 8 | 105 | 101
CC(=O)Nn1c(C)nnc1-n1nc(C)cc1C | 93 | 97 | 91 | -18 | -9 | 6 | 101 | 91
Cc1ccc(OCC(=O)NNC(=S)NC(=O)C2CC2)c(C)c1 | 142 | 107 | 88 | 4 | -3 | 2 | 123 | 84

Next part
SMILES | LAP4-GFP MLPCN | RPL19A TOR yeast | AGP1-GFP MLPCN | GASC-1 inh | VLA-4 inh | GRK2 inh | MEP2-GFP yeast | CIT2 TOR yeast
O=S1(=O)CCC(S(=O)(=O)N2CCCCCC2)C1 (stereo unspecified) | 91 | 100 | 95 | 15 | 5 | 0 | 93 | 99
CCOc1ccc(NS(=O)(=O)c2ccc3[nH]c(=O)[nH]c3c2)cc1 | 90 | 98 | 95 | 7 | -15 | 50* | 102 | 95
Cn1c(=O)n(CC(=O)N2CCOCC2)c2ccccc21 | 89 | 91 | 93 | -13&6 | 6 | 1 | 93 | 96
Cc1ccc(Cl)cc1NC(=S)N(CCCN1CCOCC1)Cc1ccccn1 | 77 | 101 | 99 | -2 | 1 | 1 | 88 | 102
CN(C)CCCn1c(SCc2ccc(Cl)cc2)nnc1-c1ccncc1 | 98 | 103 | 89 | 8 | 16 | 0 | 108 | 99
O=c1c2cc(N3CCOCC3)ccc2[nH]c(=S)n1CCN1CCCC1 | 102 | 98 | 101 | 6 | 3 | 0 | 101 | 98
O=C(O)CSc1nnc(-c2cccs2)n1-c1ccc(Cl)cc1 | 95 | 96 | 98 | 4 | 16 | 1 | 98 | 91
CCCOc1ccc(-c2nc(N)n[nH]2)cc1 | 106 | 110 | 112 | 4 | 6 | 1 | 104 | 106
COc1cc(C)c(S(=O)(=O)NCc2cccs2)cc1C | 97 | 95 | 97 | . | 14 | 2 | 95 | 89
C=CCN(C/C(=N\O)c1sc(C(=O)OCC)nc1C)c1cccc(Br)c1 | 105 | 97 | 88 | -8 | 7 | 0 | 92 | 85
